# FBW7 activator: activators of human E3 ligase FBW7; normalized activity (activation), % at 26.1 µM; AlphaScreen FBW7–phospho-cyclin E peptide binding, activator screen; Q969H0; hit rate 0.13% among 650,000; AID 1259310; in the data active means normalized activity above about 1.9%;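 further: purified mutant Fbw7 with reduced substrate affinity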
# GPR151 activ: activates the human receptor GPR151; PathHunter beta-arrestin GPR151 cells, luminescence; activation, % at 11.2 µM; hit rate 1% among 650,000; AID 1508602; in the data active means activation above about 4.9%;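 further: 0% = median of compound wells and 100% = cells with positive control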
# Target sequence (Q8TDV0 whole entry, looked up): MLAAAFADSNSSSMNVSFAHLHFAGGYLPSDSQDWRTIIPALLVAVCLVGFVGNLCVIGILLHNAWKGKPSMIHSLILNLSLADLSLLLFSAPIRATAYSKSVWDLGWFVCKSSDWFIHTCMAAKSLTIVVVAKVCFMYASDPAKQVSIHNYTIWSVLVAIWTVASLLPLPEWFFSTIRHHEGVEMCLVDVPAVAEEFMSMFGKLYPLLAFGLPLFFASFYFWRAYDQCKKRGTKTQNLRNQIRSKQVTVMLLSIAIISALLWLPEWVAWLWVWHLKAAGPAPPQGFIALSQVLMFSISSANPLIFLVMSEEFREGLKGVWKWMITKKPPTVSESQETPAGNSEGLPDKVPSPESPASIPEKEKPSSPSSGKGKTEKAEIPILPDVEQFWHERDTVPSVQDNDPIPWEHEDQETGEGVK
# MITF primary: blocks human microphthalmia-associated transcription factor; AlphaScreen MITF homodimerization, bead proximity signal; inhibition, % at 2.6 µM; hit rate 0.91% among 650,000; O75030; in the data active means inhibition above about 50%;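 further: 0% = vehicle wells with protein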
# Target sequence (O75030 whole entry, looked up): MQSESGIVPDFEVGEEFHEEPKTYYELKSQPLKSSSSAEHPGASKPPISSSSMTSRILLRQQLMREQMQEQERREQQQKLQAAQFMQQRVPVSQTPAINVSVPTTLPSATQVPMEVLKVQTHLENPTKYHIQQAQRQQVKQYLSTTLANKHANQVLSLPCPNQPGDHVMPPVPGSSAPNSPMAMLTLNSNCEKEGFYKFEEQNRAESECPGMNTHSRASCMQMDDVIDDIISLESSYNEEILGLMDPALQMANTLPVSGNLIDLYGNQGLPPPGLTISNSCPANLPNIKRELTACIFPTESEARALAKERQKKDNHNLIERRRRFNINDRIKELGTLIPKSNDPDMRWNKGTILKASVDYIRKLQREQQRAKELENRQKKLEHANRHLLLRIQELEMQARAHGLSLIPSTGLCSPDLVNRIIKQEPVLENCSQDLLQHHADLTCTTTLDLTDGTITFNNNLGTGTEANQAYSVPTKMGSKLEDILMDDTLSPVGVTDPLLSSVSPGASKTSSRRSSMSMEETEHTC
# TEAD-YAP block: TEAD-YAP interaction inhibition. inhibition, % at 9.12 µM. AID 1259422. hit rate 1.4% among 640,000. HEK-TIYL cells, TEAD-Gal4/YAP UAS-luciferase luminescence; in the data active means inhibition above about 32%;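 further: 0% = median of test compound wells and 100% = reference inhibitor wells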
# * marks the source's active call; other numbers are inactive results; & = joins results of further samples.
# Assay codes – A = FBW7 activator; B = GPR151 activ; C = MITF primary; D = TEAD-YAP block
CCn1c(C(=O)O)c(CNCc2ccc3c(c2)OCO3)c2ccc(C)cc21
  A = -0.1 | B = 0.4 | C = 0 | D = 1
Cc1[nH]c2ccccc2c1SCCN
  A = 0.0 | B = 1.4 | C = -6 | D = -2
COc1ccc(OCC(=O)N/N=C(\C)c2ccc(O)cc2)c(Br)c1
  A = -0.1 | B = 0.1 | C = 3 | D = -7
CCCc1nc2ccccc2n1CC(O)COc1c(C)cccc1C (configuration not stated)
  A = 0.0 | B = -1.6 | C = 10 | D = 1
COC(=O)CSc1nnc2c(C)cc3ccccc3n12
  A = -0.3 | B = 1.0 | C = 1 | D = -3
COc1ccc(N2CCN(C(CNC(=O)CC(C)C)c3ccco3)CC2)cc1 (configuration not stated)
  A = 0.1 | B = 1.8 | C = -1 | D = 1
O=C(CCc1nnc(CCCc2ccccc2)o1)NCc1cn2ccccc2n1
  A = 0.0 | B = -0.7 | C = 0 | D = -1
COCCNc1cc(-c2ccccn2)nc(-c2ccccn2)n1
  A = -0.9 | B = 0.7 | C = 116* | D = 22
Cc1cc(C)nc(/N=C(\N)Nc2ccc(C)c(Cl)c2)n1
  A = -0.1 | B = 1.2 | C = 0 | D = 12
CC(C)NC(=O)CCCc1nnc2n3nc(-c4ccccc4)nc3c3ccccc3n12
  A = 0.0 | B = -0.3 | C = 12 | D = -6
O=C(COC(=O)n1cnc2ccccc21)Nc1cccc([N+](=O)[O-])c1
  A = 0.1 | B = 0.3 | C = -13 | D = 1
CCOC(=O)c1c(NC(=O)c2ccc(S(=O)(=O)N3CC(C)OC(C)C3)cc2)sc(C)c1C (configuration not stated)
  A = 0.2 | B = 0.0 | C = -12 | D = 5
CCn1nc([N+](=O)[O-])nc1N/N=C/c1ccccc1O
  A = -0.2 | B = 0.4 | C = 2 | D = 9
Nc1cc(=O)[nH]c(S/C=C/c2ccccc2)n1
  A = -0.1 | B = -6.2 | C = 5 | D = 34*
C=CCn1c(=S)[nH]c2cc(C(=O)N(C)Cc3ccccc3)ccc2c1=O
  A = -0.1 | B = 1.4 | C = 7 | D = -2
COc1ccc(NC(=O)CC(C)S(=O)(=O)c2ccc3c(c2)OCC(=O)N3)cc1Cl (configuration not stated)
  A = 0.0 | B = 1.6 | C = 2 | D = -5
CC(C)C1=NN2C(=N)/C(=C/c3cn(Cc4ccccc4F)c4ccccc34)C(=O)N=C2S1
  A = 0.2 | B = 0.7 | C = -1 | D = -9
Cc1cccc2cc(C#N)c(N3CCC(O)CC3)nc12
  A = 0.0 | B = 0.3 | C = -13 | D = 12
O=C(Cn1ncc2c1-c1ccccc1OC2)NCCCN1CCN(c2ccc(F)cc2)CC1
  A = -0.2 | B = -1.4 | C = 2 | D = -2
O=C1CC(n2cnc3ccccc32)C(=O)N1c1ccc(Br)cc1 (configuration not stated)
  A = 1.1 | B = -1.4 | C = 12 | D = -4
CN(C(=O)c1ccn(C)n1)C(Cc1ccccc1)C1CCN(C(=O)[C@H]2C[C@@H]3C=C[C@H]2C3)CC1 (some centres not stated)
  A = -0.2 | B = -0.1 | C = 11 | D = -5
CCOC(=O)C1=C(C)N=c2s/c(=C\c3ccc(-c4ccc(C(=O)O)cc4)o3)c(=O)n2C1c1cc(Br)c(OC)cc1OC (configuration not stated)
  A = -0.2 | B = -1.0 | C = 3 | D = 7
CCOc1ccc(/C=C2\N=C(c3ccccc3[N+](=O)[O-])OC2=O)cc1
  A = 0.0 | B = -0.1 | C = 1 | D = 6
CSc1cccc(CN2CCN(CCc3ccccc3)C(CCO)C2)c1 (configuration not stated)
  A = -0.1 | B = 0.2 | C = -15 | D = 9
Cc1ccc(/C=C/C(=O)Nc2ccc(F)cc2F)o1
  A = -0.1 | B = -0.9 | C = 24 | D = -33
CC1=C(C(=O)OC2CCCCC2)C(c2ccccc2OCc2ccccc2)C2=C(CC(C)(C)CC2=O)N1 (configuration not stated)
  A = 0.3 | B = 0.4 | C = 10 | D = -2
O=C(O)[C@H](Cc1c[nH]c2ccccc12)Nc1ncccc1[N+](=O)[O-]
  A = 0.1 | B = 2.2 | C = 0 | D = 1
CCCc1cc(C(=O)Nc2ccc(F)cc2F)no1
  A = -0.1 | B = -1.6 | C = 1 | D = -31
CCOC(=O)C1=C(C)N=c2s/c(=C\c3ccc4c(c3)OCO4)c(=O)n2C1c1ccccc1 (configuration not stated)
  A = -0.1 | B = 0.0 | C = 9 | D = 0
O=C(NCCCN1CCCC1=O)c1sc2cc(Cl)cc(Cl)c2c1Cl
  A = 0.2 | B = -2.8 | C = 12 | D = 2
O=C(NCc1nc2ccccc2[nH]1)c1ccnc(-c2ccccc2)c1
  A = -0.1 | B = 0.3 | C = 5 | D = 7
Cc1cccc(C2=N/C(=C\c3cc4c(cc3Cl)OCO4)C(=O)O2)c1
  A = 0.4 | B = -0.1 | C = 5 | D = 18
Cc1ccc(S(=O)(=O)N(C)CC(=O)Nc2c(F)cccc2F)cc1
  A = -0.1 | B = 0.9 | C = 1 | D = -3
CC(C)N(CCNc1ccnc(Nc2ccnn2C)n1)C(C)C
  A = 0.4 | B = 0.1 | C = -15 | D = -2
Cc1cc(C)nc(SC2=C(Nc3ccccc3F)C(=O)N(Cc3ccccc3)C2=O)n1
  A = 0.0 | B = -1.2 | C = 6 | D = -5
O=c1[nH][n+](-c2ccccc2Br)no1
  A = -0.2 | B = 0.9 | C = -9 | D = 9
CCOc1ccc(NC(=O)c2ccc(F)c(S(=O)(=O)N3CCN(c4ccccn4)CC3)c2)cc1
  A = 0.0 | B = -1.4 | C = 14 | D = 16
CCN1CCN(CCNC(=O)C2=C(C)C(=O)OC23CCCCC3)CC1
  A = 0.1 | B = -0.4 | C = -1 | D = 4
OC(CN1CCN(C/C=C/c2ccccc2)CC1)Cn1c2ccccc2c2ccccc21 (configuration not stated)
  A = -0.2 | B = -0.7 | C = -4 | D = -10
CCOC(=O)c1ccc(NC(=O)CN2CCN(CC(=O)c3ccco3)CC2)cc1
  A = -0.1 | B = 0.0 | C = 79* | D = 2
COc1cc(-n2c(-c3ccncc3)n[nH]c2=S)c(OC)cc1Cl
  A = 0.6 | B = 0.1 | C = 13 | D = 10
CCCCCC1CCC(c2cc(Br)c(O)c(Br)c2)CC1 (configuration not stated)
  A = 0.1 | B = 1.2 | C = -3 | D = 2
CCOC(=O)c1c(NC(=O)c2cccnc2)sc(C(C)=O)c1C
  A = -0.1 | B = -1.7 | C = -7 | D = 15
CCc1ccc(N(C)S(=O)(=O)c2ccc3[nH]cc(C(=O)NCC4CCCO4)c(=O)c3c2)cc1 (configuration not stated)
  A = 0.0 | B = -0.1 | C = -7 | D = 1
Cc1ccc(/C=C2\N=C(c3cccc(F)c3)OC2=O)cc1
  A = 0.1 | B = 0.5 | C = -6 | D = 2
COc1ccccc1C(=O)NC(=S)Nc1ccc(C(=O)O)cc1
  A = 0.2 | B = -0.3 | C = -8 | D = -60
Cc1cccc(C(=O)N(C)Cc2ccccc2)c1
  A = -0.2 | B = -1.3 | C = -18 | D = -2
CCC(CC)NC(=O)c1c(-c2ccccc2)noc1C
  A = -0.1 | B = -0.2 | C = -6 | D = -2
Cc1ccc2c(c1)sc(=NC(=O)C(C)C)n2C
  A = 0.1&0.1 | B = 0.2&0.3 | C = 10&-2 | D = -38&-64
CNC(=O)C(=O)Nc1cccc(F)c1
  A = 0.0 | B = 1.5 | C = 10 | D = -24
CCCS(=O)(=O)N1CCC(C(=O)c2cccc(C(F)(F)F)c2)CC1
  A = 0.2 | B = -0.8 | C = -1 | D = 1
O=C(c1cccc2ccccc12)N1CCN(c2ccc([N+](=O)[O-])c(NC3CC3)c2)CC1
  A = 0.1 | B = 2.5 | C = 8 | D = 15
Nc1ncnc(Sc2nnnn2-c2ccccc2)c1[N+](=O)[O-]
  A = 0.0 | B = -1.6 | C = 1 | D = 26
CCOC(=O)CSc1nc2c(cnn2-c2ccc(F)cc2)c(=O)[nH]1
  A = 0.1 | B = -0.6 | C = 1 | D = -2
O=C1C(=O)N(c2cccnc2)C(c2ccccc2[N+](=O)[O-])/C1=C(\O)c1ccc(Cl)cc1 (configuration not stated)
  A = -0.3 | B = -0.8 | C = 5 | D = -21
COc1cc(C(=O)Nc2cccnc2)ccc1OCc1c(Cl)cccc1Cl
  A = -0.1 | B = 1.7 | C = 7 | D = 39*
N#CC1C(N)=NC(SCC(=O)Nc2nccs2)=C(C(N)=O)C12CCCCC2 (configuration not stated)
  A = -0.1 | B = 0.0 | C = -11 | D = -3
Cc1ccc(Nc2nc(N)nc(CNC(c3nc4ccccc4[nH]3)C(C)C)n2)cc1 (configuration not stated)
  A = -0.5 | B = -0.5 | C = 32 | D = 5
CCCN(C)C(=O)c1c(SCC)nc2scc(C(F)(F)F)n2c1=O
  A = 0.2 | B = 1.5 | C = 0 | D = 9
Cc1ccccc1CNC(=O)CN(c1cc(Cl)ccc1Cl)S(C)(=O)=O
  A = 0.0 | B = 0.7 | C = 4 | D = -16

# Next part.
# Assay codes – A = FBW7 activator; B = GPR151 activ; C = MITF primary; D = TEAD-YAP block
COc1ccc(C2C3=C(CC(C)(C)CC3=O)Nc3nc4ccccc4n32)c(OC)c1OC (configuration not stated)
  A = 0.7 | B = 0.3 | C = 14 | D = 0
CC(=O)c1ccc(N(C(F)F)S(=O)(=O)c2ccc(Cl)cc2)cc1
  A = -0.1 | B = 1.2 | C = -11 | D = 3
COC(=O)Cn1ncc2c3ccccc3n(Cc3ccc(F)cc3)c2c1=O
  A = 0.2 | B = 1.2 | C = -20 | D = -3
Cc1sc2c(c1C)CN(C1CCS(=O)(=O)C1)CN2C(=O)c1ccco1 (configuration not stated)
  A = 0.6 | B = 1.6 | C = 11 | D = 5
Cc1nc(N2C(=O)C(O)=C(C(=O)c3cccs3)C2c2ccccc2F)sc1C (configuration not stated)
  A = 0.6 | B = 0.4 | C = -9 | D = -28
O=S(=O)(NCC1CC1)c1ccc(S(=O)(=O)N2CCCCCC2)cc1
  A = 0.0 | B = -0.4 | C = -2 | D = 3
Cc1cc(OCC(=O)Nc2ccc(Cl)cn2)ccc1Cl
  A = 0.1 | B = 0.9 | C = 8 | D = -13
CC1C(=O)NCCN1C(=O)c1ccc2c(c1)OCO2 (configuration not stated)
  A = 1.1 | B = -0.2 | C = 16 | D = -8
C=CCN(CC=C)Cc1c(C)[nH]c2ccc(OC)cc2c1=O
  A = 0.0 | B = -0.3 | C = -6 | D = 2
COc1ccc(CCn2cnc3sc4c(c3c2=N)CCCC4)cc1OC
  A = -0.3 | B = 1.2 | C = -6 | D = 39*
Cc1ccc(N(CCc2ccccn2)N=O)cc1
  A = 0.6 | B = -3.3 | C = -1 | D = -48
Cc1cccn2c(=O)c(C=C(C#N)C#N)c(Sc3nc4ccccc4s3)nc12
  A = -0.1 | B = -1.2 | C = -12 | D = 5

# Molecules above containing fluorine (15):
# Assay codes – A = FBW7 activator; B = GPR151 activ; C = MITF primary; D = TEAD-YAP block
CC(C)C1=NN2C(=N)/C(=C/c3cn(Cc4ccccc4F)c4ccccc34)C(=O)N=C2S1
  A = 0.2 | B = 0.7 | C = -1 | D = -9
O=C(Cn1ncc2c1-c1ccccc1OC2)NCCCN1CCN(c2ccc(F)cc2)CC1
  A = -0.2 | B = -1.4 | C = 2 | D = -2
Cc1ccc(/C=C/C(=O)Nc2ccc(F)cc2F)o1
  A = -0.1 | B = -0.9 | C = 24 | D = -33
CCCc1cc(C(=O)Nc2ccc(F)cc2F)no1
  A = -0.1 | B = -1.6 | C = 1 | D = -31
Cc1ccc(S(=O)(=O)N(C)CC(=O)Nc2c(F)cccc2F)cc1
  A = -0.1 | B = 0.9 | C = 1 | D = -3
Cc1cc(C)nc(SC2=C(Nc3ccccc3F)C(=O)N(Cc3ccccc3)C2=O)n1
  A = 0.0 | B = -1.2 | C = 6 | D = -5
CCOc1ccc(NC(=O)c2ccc(F)c(S(=O)(=O)N3CCN(c4ccccn4)CC3)c2)cc1
  A = 0.0 | B = -1.4 | C = 14 | D = 16
Cc1ccc(/C=C2\N=C(c3cccc(F)c3)OC2=O)cc1
  A = 0.1 | B = 0.5 | C = -6 | D = 2
CNC(=O)C(=O)Nc1cccc(F)c1
  A = 0.0 | B = 1.5 | C = 10 | D = -24
CCCS(=O)(=O)N1CCC(C(=O)c2cccc(C(F)(F)F)c2)CC1
  A = 0.2 | B = -0.8 | C = -1 | D = 1
CCOC(=O)CSc1nc2c(cnn2-c2ccc(F)cc2)c(=O)[nH]1
  A = 0.1 | B = -0.6 | C = 1 | D = -2
CCCN(C)C(=O)c1c(SCC)nc2scc(C(F)(F)F)n2c1=O
  A = 0.2 | B = 1.5 | C = 0 | D = 9
CC(=O)c1ccc(N(C(F)F)S(=O)(=O)c2ccc(Cl)cc2)cc1
  A = -0.1 | B = 1.2 | C = -11 | D = 3
COC(=O)Cn1ncc2c3ccccc3n(Cc3ccc(F)cc3)c2c1=O
  A = 0.2 | B = 1.2 | C = -20 | D = -3
Cc1nc(N2C(=O)C(O)=C(C(=O)c3cccs3)C2c2ccccc2F)sc1C (configuration not stated)
  A = 0.6 | B = 0.4 | C = -9 | D = -28

# 2 compounds from above, showing only TEAD-YAP block, MITF primary and FBW7 activator.
SMILES | TEAD-YAP block | MITF primary | FBW7 activator
COc1ccc(C2C3=C(CC(C)(C)CC3=O)Nc3nc4ccccc4n32)c(OC)c1OC (configuration not stated) | 0 | 14 | 0.7
CC(=O)c1ccc(N(C(F)F)S(=O)(=O)c2ccc(Cl)cc2)cc1 | 3 | -11 | -0.1

# Screening data deposited in PubChem BioAssay by The Scripps Research Institute Molecular Screening Center.
